ssDAF-12 act: activates DAF-12 receptor from parasite S. stercoralis | 1% of 370,000 active | AID 652126 | activation, % at 6.8 µM | HEK293 ssDAF-12/GRIP1 lit1-tk-luc reporter, luminescence; % of 3 µM dafachronic acid response;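 active means activation above the mean over all tested compounds plus 3 SD, cut at about 0.9% in these data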;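 further: 0% = DMSO-only wells and 100% = 3 µM delta7-dafachronic acid wells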
ADAM17 inh: inhibitors of human ADAM17. P78536. recombinant ADAM17, EDANS/DABCYL FRET peptide cleavage. inhibition, % at 6.95 µM. 0.83% of 370,000 active. AID 720648;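 active means inhibition above the mean of compounds lying between control limits plus 3 SD, set per campaign, cut at about 8.5% in these data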;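 further: 0% = DMSO-only wells as the low control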
Target sequence (P78536 215-824 limits assumed): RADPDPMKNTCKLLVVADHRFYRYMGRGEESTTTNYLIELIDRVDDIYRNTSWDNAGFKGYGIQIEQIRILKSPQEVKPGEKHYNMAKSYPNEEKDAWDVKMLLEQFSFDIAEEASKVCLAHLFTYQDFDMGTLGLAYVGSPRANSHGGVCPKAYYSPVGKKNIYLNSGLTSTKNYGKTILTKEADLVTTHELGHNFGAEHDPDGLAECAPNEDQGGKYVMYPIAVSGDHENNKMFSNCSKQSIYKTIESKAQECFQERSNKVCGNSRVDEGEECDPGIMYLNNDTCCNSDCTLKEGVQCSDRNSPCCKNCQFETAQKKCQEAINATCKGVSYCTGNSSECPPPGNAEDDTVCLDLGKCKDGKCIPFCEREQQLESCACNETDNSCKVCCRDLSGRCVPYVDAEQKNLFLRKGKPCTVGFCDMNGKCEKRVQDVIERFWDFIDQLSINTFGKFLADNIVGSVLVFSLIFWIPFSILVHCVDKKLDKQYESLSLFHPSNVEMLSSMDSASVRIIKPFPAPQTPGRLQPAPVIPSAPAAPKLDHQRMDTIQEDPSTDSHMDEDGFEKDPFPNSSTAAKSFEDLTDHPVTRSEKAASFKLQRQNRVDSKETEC
hgDAF-12 ag: hgDAF-12 agonism, primary luciferase screen; HEK293 GAL4-hgDAF12 UAS-luciferase reporter, agonist luminescence; normalized to butyrate control; activation, % at 6.8 µM; 1.8% of 370,000 active; AID 687014;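 active means activation above a cutoff set at the mean of all screened compounds plus 3 SD, cut at about 10% in these data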;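 further: 0% = DMSO wells and 100% = sodium butyrate wells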
DAX1 inh-1: inhibitors of human orphan nuclear receptor DAX1 (NR0B1); HEK293 Gal4-DAX1 luciferase reporter, luminescence; inhibition, % at 6.75 µM; 0.99% of 340,000 active; AID 504766;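 active means inhibition above the mean over all tested compounds plus 3 SD, cut at about 4.2% in these data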;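 further: 0% = DAX1-transfected cells with DMSO and 100% = empty-vector control cells with DMSO; inhibition shows as a rise in luminescence from relieved DAX1 repression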
Target sequence (P51843 207-470 limits assumed): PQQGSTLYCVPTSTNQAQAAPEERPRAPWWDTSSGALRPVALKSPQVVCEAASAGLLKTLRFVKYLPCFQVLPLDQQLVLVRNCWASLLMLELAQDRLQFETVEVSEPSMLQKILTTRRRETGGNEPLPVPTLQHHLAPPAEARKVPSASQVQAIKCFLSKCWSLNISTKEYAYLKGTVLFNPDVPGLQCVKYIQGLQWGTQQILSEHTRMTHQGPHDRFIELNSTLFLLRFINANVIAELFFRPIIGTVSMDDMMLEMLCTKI
FXN GAA850 act: activators of GAA850 frataxin (FXN) promoter. HEK293 lucGAA850 FXN promoter luciferase reporter, 24 h; percent of 10 µM SAHA response. 0.56% of 360,000 active. activation, % at 6 µM. AID 540364;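 active means activation above the average of all compounds screened plus 3 SD, cutoff fixed separately per campaign, cut at about 7.5% in these data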;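 further: 0% = DMSO wells and 100% = 10 µM SAHA wells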
HGIII-sPLA2 inh: Blocks human group III sPLA2 activity. inhibition, % at 12.2 µM. 0.56% of 370,000 active. AID 743126. QFRET BODIPY PC-A2 liposome hydrolysis, fluorescence. Q9NZ20;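 active means inhibition above mean plus 3 SD of compounds lying within the high and low control bounds, cut at about 19% in these data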;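 further: 0% = median of test compound wells and 100% = no enzyme DMSO wells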
hcDAF-12 act: activators of H. contortus DAF-12 nuclear receptor; AID 652067; 1.4% of 370,000 active; HEK293 hcDAF-12 lit1-tk-luc reporter, luminescence; 0% DMSO, 100% Δ7-dafachronic acid; activation, % at 6.8 µM;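 active means activation above the mean of all tested compounds plus 3 SD, cut at about 5.5% in these data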;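 further: 100% = response to 3 µM Δ7-dafachronic acid high control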
DAX1 inh-2: blocks DAX1 repression of SF-1 activated StAR promoter; inhibition, % at 6.8 µM; AID 652010; HEK293T StAR-luciferase reporter, SF-1/DAX-1 repression relief; 1.1% of 370,000 active;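 active means inhibition above the mean over all tested compounds plus 3 SD, cut at about 3.6% in these data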;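 further: 0% = DAX-1 cells with DMSO and 100% = cells lacking DAX-1 with DMSO; higher inhibition means more luminescence from relief of DAX-1 repression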
PLCg1 inh: PLC-gamma1 (human) inhibition, primary screen; P19174; purified PLC-gamma1, fluorogenic substrate, fluorescence; inhibition, % at 12.2 µM; 0.84% of 370,000 active; AID 720700; in the data active means inhibition above about 9.5%
PLCb3 inh: PLC-beta3 (human) inhibition, primary screen | Q01970 | Purified PLC-beta3, fluorogenic substrate, fluorescence | inhibition, % at 12.2 µM | 0.18% of 370,000 active | AID 720704; in the data active means inhibition above about 11%;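 further: 0% = median of compound wells on plate and 100% = full blocker control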
ADAM10 inh: inhibits human ADAM10; inhibition, % at 7 µM; O14672; recombinant ADAM10, EDANS/DABCYL FRET peptide cleavage, 3 h; AID 720582; 0.62% of 370,000 active;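 active means inhibition above a per-campaign cutoff equal to the mean of compounds falling between control-based bounds plus 3 SD, cut at about 20% in these data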;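 further: 0% = DMSO wells while the 100% control is not disclosed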
Starred values were filed as active, the others as inactive; i = inactive; · = no result given. Not a hit list; about 6.9% have a hit in one of these screens.

SMILES	ssDAF-12 act	ADAM17 inh	hgDAF-12 ag	DAX1 inh-1	FXN GAA850 act	HGIII-sPLA2 inh	hcDAF-12 act	DAX1 inh-2	PLCg1 inh	PLCb3 inh	ADAM10 inh
COc1ccccc1CNC(=O)CS(=O)Cc1nc(-c2ccc(OC)c(OC)c2)oc1C (configuration not stated)	-0.7	-3	0.1	-0.5	2.7	3	-1.7	-0.1	4	-3	5
CCOc1ccccc1N1CCN(C(=O)c2ccc(Cl)c(S(=O)(=O)N3CCCCC3)c2)CC1	-1.5	1	-2.1	-4.0	-0.1	3	-3.0	-5.1	-2	-11	-2
CC1(C(=O)OCC(=O)Nc2ncc(Cl)cc2Cl)CC1(Cl)Cl (configuration not stated)	-0.5	-1	1.5	-0.4	-0.3	7	1.7	-0.3	-6	-1	-10
CCOC(=O)Cn1c(=NC(=O)C2COc3ccccc3O2)sc2cc(S(N)(=O)=O)ccc21 (configuration not stated)	-1.7	-1	1.2	0.8	1.8	-9	-0.4	-0.3	-12	-13	4
CCc1noc(C)c1C(=O)N(Cc1ccccc1)c1c(N)n(CCOC)c(=O)[nH]c1=O	-0.9	-2	-1.1	0.9	1.2	2	0.5	3.4	-3	0	-4
CN(C(=O)COC(=O)c1cc(F)c(F)cc1Cl)c1ccccc1	-1.3	-1	2.3	-0.9	1.8	-1	-0.7	0.5	-1	-3	1
Cc1nc2ccc(NC(=O)c3cccs3)cc2c(=O)n1Cc1ccc(Cl)cc1	-2.5	6	-6.1	-5.0	-7.1	-17	-4.5	-3.3	-18	-9	17
Cn1c(SCC(=O)Nc2cccc(Br)c2)nnc1-c1cc2ccccc2o1	-1.4	-2	-2.1	-0.8	-0.3	-8	0.2	-0.4	-1	2	3
O=C(CCS(=O)(=O)c1ccc2c(c1)NC(=O)CS2)NCc1cccs1	-0.9	4	-1.4	0.4	-0.9	-6	-0.3	0.1	3	-8	-2
CCCOc1ccccc1NC(=O)/C=C/C(N)=O	-1.9	-1	4.8	1.1	-4.5	-1	-1.1	-0.3	1	1	-2
COC(=O)[C@@H](NC(=O)N1CCN(C(=O)C2COc3ccccc3O2)CC1)C(C)C (some centres not stated)	-1.0	2	1.7	0.1	-1.8	-3	-2.0	0.0	4	-5	5
CCCCNC(=O)N1c2ccccc2CC1C (configuration not stated)	-1.6	1	-1.2	0.7	1.7	-2	-0.3	0.0	3	3	3
O=C(NCc1cccc(Cl)c1)c1ccc2nc(N3CCOCC3)sc2c1	-2.2	-3	-1.8	-0.3	1.3	2	-3.0	0.4	1	-5	-6
CCOC(=O)c1[nH]c2ccc(OC)cc2c1NC(=O)C(C)N1CCSCC1 (configuration not stated)	-1.5	-152	-0.2	·	·	2	-0.5	0.1	i	i	-427
Cc1[nH]c(=O)c(C#N)c(C)c1CCC(=O)NCc1cccc(C(F)(F)F)c1	-0.7	-3	1.0	-0.9	1.8	8	-1.4	0.0	-11	-3	-19
CCOC(=O)c1nnn(-c2nonc2N)c1COc1ccc(F)cc1	-1.2	-2	0.3	-0.7	0.1	-18	0.8	-0.6	-1	-2	-1
O=C(Nc1cccc(F)c1)c1ccc(S(=O)(=O)NCC2CCCO2)cc1 (configuration not stated)	-1.6	-1	-2.5	-0.7	-4.4	-11	-2.5	-1.4	6	4	-1
S=c1[nH]nc(-c2ccncc2)n1/N=C/c1ccccc1Cl	-0.6	-1	0.3	·	0.2	5	2.5	0.4	0	-5	-8
CCc1cc(=O)[nH]c(SCC(=O)Nc2ccc3c(c2)OCCO3)n1	-1.0	2	-1.6	0.6	-0.3	2	0.7	-3.7	2	-3	0
COc1ccccc1N1CC(O)=C(c2nc3ccccc3c(=O)[nH]2)C1=N	-1.7	-59	-4.0	-0.5	2.5	5	-2.1	-0.1	-183	-202	-192
COc1ccc(CC(=O)NCc2nnc(SCC(=O)Nc3nccs3)n2-c2ccccc2)cc1	-1.2	2	-2.5	-0.5	-0.8	-6	-0.4	-0.4	1	2	-1
O=C(NNC(=O)c1ccccc1C(=O)O)c1ccc(O)cc1	-0.7	1	1.0	-0.3	2.1	-6	-0.7	0.5	-5	-4	-3
O=c1[nH]c(/C=C\c2ccc(O)cc2)nc(O)c1[N+](=O)[O-]	-1.1	1	3.7	0.5	-1.2	0	-1.4	-0.3	2	-3	3
COc1cccc(C(=O)N[C@@H](CCSC)c2nc3ccccc3[nH]2)c1	-0.7	-1	0.8	0.9	-3.4	-2	-1.0	-0.8	4	1	3
Cc1ccsc1/C=N/NC(=O)C(N)=O	-1.5	1	1.4	2.6	1.6	0	0.8	1.0	2	-2	4

The listing continues:
SMILES	ssDAF-12 act	ADAM17 inh	hgDAF-12 ag	DAX1 inh-1	FXN GAA850 act	HGIII-sPLA2 inh	hcDAF-12 act	DAX1 inh-2	PLCg1 inh	PLCb3 inh	ADAM10 inh
COc1ccc(Br)cc1/C=N/n1c(C)nnc1C	-1.4	-3	1.1	-0.2	-0.3	-1	-0.1	-0.4	2	2	-2
CN(C(=O)/C=C/c1ccccc1)C1CCCCC1	-0.7	-5	14*	·	4.1	-1	4.8	1.0	1	-3	3
O=c1cc(CN2CCN(S(=O)(=O)c3ccc4ccccc4c3)CC2)nc2sccn12	-1.6	-6	-1.4	0.5	2.0	-7	-2.3	-0.4	-38	-49	-15
O=C(Cc1c(F)cccc1Cl)NNC(=O)c1ccc(Br)s1	-0.8	2	-0.4	0.0	-0.1	-3	-0.2	0.5	-2	-4	-11
COc1ccc(OCC(O)CNS(=O)(=O)c2cccc(Cl)c2)cc1 (configuration not stated)	-1.2	-1	2.0	·	-0.8	-13	-0.9	-0.2	-2	-3	-3
COc1cc(NC(=O)NCc2ccco2)ccc1-c1ccc(NC(=O)NCc2ccco2)cc1OC	-2.1	-4	-13	-4.8	-1.5	-10	-4.5	2.2	-8	-10	-11
c1ccc(Sc2ccncc2)cc1	-0.7	2	-0.5	5.7*	-0.3	3	1.4	-0.4	2	-1	-2
O=c1c2c3c(sc2ncn1/N=C/c1cccnc1)CCCC3	-1.8	-2	1.7	-0.2	-0.4	0	0.4	-0.3	2	-1	11
CC1CCCCC12NC(=O)N(CC(=O)N1CCN(S(=O)(=O)Cc3ccccc3)CC1)C2=O (configuration not stated)	-1.8	2	0.2	-0.5	-0.8	-3	1.0	2.1	0	0	-5
[O-][n+]1ccccc1C(O)CSc1ccccc1 (configuration not stated)	0.7	-2	7.1	·	·	-4	-0.3	1.5	0	-2	4
O=C(CSc1nnc(C2COc3ccccc3O2)o1)N1CCCC1 (configuration not stated)	-0.7	-4	0.3	0.9	1.3	-1	0.9	0.6	2	-5	-1
CC1=NN(C(=O)COc2ccc(C)c(C)c2)C(O)(c2ccc(Cl)cc2)C1 (configuration not stated)	-1.6	1	-2.7	1.1	2.5	-32	-1.3	-0.2	-2	-3	-3
COc1ccc(C(=O)N=C2SC3CS(=O)(=O)CC3N2c2ccccc2)cc1OC (configuration not stated)	-1.4	-4	1.9	1.1	2.4	8	0.4	0.7	0	-6	-3
COC(=O)[C@@H](NC(=O)Nc1ccc(OC(F)(F)F)cc1)C(C)C	-0.9	-3	1.3	1.6	0.5	2	-0.9	-0.4	0	4	-1
CCC(=O)n1nc(NCc2ccc(OC)c(OC)c2)nc1NCc1ccc(OC)c(OC)c1	-1.6	-4	-2.3	-0.3	-2.9	4	-2.8	-0.3	4	2	-4
Cn1c(=O)c2cc(NC(=O)NCc3ccccc3)ccc2n1Cc1ccc(Cl)cc1	-1.0	-241	6.6	·	-5.2	-2	-2.0	0.5	-398	i	i
Nc1n[nH]c(S(=O)(=O)CCCc2ccccc2)n1	-1.2	2	-0.2	-0.2	1.1	2	-0.3	0.2	7	3	8
CCOC(=O)C(CC)Sc1ccc2nnc(-c3cccnc3)n2n1 (configuration not stated)	-1.4	-27	-2.4	0.5	1.2	7	-0.5	-0.6	-43	-60	-58
COc1ccccc1CCn1cnc(-c2cccc(Br)c2)c1C(C)C	-1.6	5	-3.2	·	·	3	-2.9	-2.5	8	1	7
COc1ccc(CNC(=O)Cn2ccc([N+](=O)[O-])n2)cc1OC	-1.2	-4	-0.1	-0.7	1.7	5	-0.3	-0.1	3	1	6
Cc1noc(NS(=O)(=O)c2ccc(NC(=O)CSc3n[nH]c(-c4ccccc4)n3)cc2)c1C	-0.3	-4	0.6	1.2	0.3	-20	-0.2	-0.3	-3	1	3
COc1ccccc1/C=C(/C(=O)OCC(=O)Nc1ccccc1C)c1ccccc1	-1.0	1	-3.0	-1.1	-0.1	-18	-2.4	-0.7	3	1	2
O=C(CSCCNS(=O)(=O)c1ccccc1)Nc1ccccc1	-0.5	0	0.5	-0.5	-2.4	-7	-1.5	-0.1	-2	5	5
COc1ccccc1C(=O)N1CCN(CCNC(=O)C(=O)Nc2ccc(Br)c(C)c2)CC1	-1.6	-3	-2.1	0.4	-2.0	-10	-0.9	-5.2	3	3	0
COc1cccc(N2CCN(S(=O)(=O)c3c(C)[nH]c(C)c3C(=O)N3CCCCC3)CC2)c1	-0.7	0	-1.6	-0.3	0.3	-3	-0.3	0.7	-4	-6	-6

New compounds follow.
SMILES	ssDAF-12 act	ADAM17 inh	hgDAF-12 ag	DAX1 inh-1	FXN GAA850 act	HGIII-sPLA2 inh	hcDAF-12 act	DAX1 inh-2	PLCg1 inh	PLCb3 inh	ADAM10 inh
O=C(CCc1n[nH]c(=O)[nH]c1=O)N/N=C/c1ccco1	-1.5	0	-2.6	-1.1	1.1	-2	-0.6	0.1	1	2	1
CC(C)c1nnc(NC(=O)c2c(O)c3cccc4c3n(c2=O)CCC4)s1	-1.2	0	-0.4	-0.5	1.6	-7	0.4	-0.1	5	4	3
Cn1c(NC(=O)CCC2CCCCC2)cc(=O)n(C)c1=O	-0.5	2	14*	3.1	3.5	6	5.5	5.6*	0	1	-12
Cc1cc(N2CCN(C(=O)/C=C/C(=O)O)CC2)c2ccccc2n1	-0.7	-2	1.3	-0.6	2.9	-1	-0.3	-0.4	1	-4	1
COc1ccc(C(C)=O)cc1COC(=O)CCC(=O)N(CC(C)C)c1c(N)n(CC(C)C)c(=O)[nH]c1=O	-0.9	-2	1.6	0.1	1.9	3	0.2	0.2	6	4	1
O=C(Nc1ccc(Oc2ccccc2)cc1)C1CCCO1 (configuration not stated)	-0.3	-5	4.7	0.0	5.2	6	0.7	1.2	2	-3	7
Cc1nn(Cc2ccccc2)c(Cl)c1/C=C/C(=O)OCC(=O)N1CCCC1=O	-1.1	1	-1.7	0.5	-1.1	6	-0.8	0.1	3	-2	4
O=S(=O)(c1ccccc1)N1N=C(c2cccs2)CC1c1ccc(Br)cc1 (configuration not stated)	-1.1	-5	1.6	-0.1	-0.2	-2	-2.0	-0.4	2	-3	-1
C[C@H](NC(=O)c1ncn2c1C(=O)NC[C@@H]2C)c1ccccc1	-0.3	-2	-0.3	0.0	1.2	2	0.5	-0.1	-1	-15	-11
Cc1nn(-c2ccccc2)c(C)c1C(=O)Oc1ccccc1	-0.7	0	0.2	1.6	3.3	-3	0.3	0.4	3	-6	-4
COC(=O)c1ccccc1NC(=O)COC(=O)C1CCCCC1	0.6	-7	-3.0	4.4*	0.0	9	-1.4	0.0	8	-1	4
